Compound activity: PubChem BioAssay, National Center for Advancing Translational Sciences (NCATS)
MBNL1 CUG block – MBNL1-poly(CUG) RNA binding inhibition. Q9NR56. TR-FRET MBNL1-His/biotin-(CUG)12 binding, 665/545 ratio. Potency, µM (titrated, usually from 57.5 µM), without a hit: at the top dose activity change, negative = inhibition, actives largely listed as inhibitors. 280,000 tested, 0.036% active. AID 2675; active = well fitted inhibition curve with a large enough effect in the signal ratio, with a control signal flat, not every such curve was filed as active; inconclusive = small, poorly fitted or top-dose-only effect, or effect the other way, or a change in a side signal; inactive = no such curve, though single readings can be large or run the other way; the % refers to the signal ratio; note: % is set by controls: 0 for no effect and ±100 for the full control effect
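His-tagged MBNL1 binding to biotinylated (CUG)12 RNA was measured by TR-FRET using terbium anti-His antibody (0.055 ng/ul final) and streptavidin-XL665 (5 nM final). Compounds were titrated 92 nM to 58 uM; 60 min at room temperature.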
BRCA1 expr up – BRCA1 expression activation | MCF7-BRCA1-FFLuc reporter, luminescence, 48 h; response scale: scaled: vehicle 0%, 10 µM genistein 100% | Potency, µM (doses to about 46.1 µM), for inactives: at the top dose activation, actives largely listed as activators | 380,000 tested, 1.1% active | AID 624202; note: nearly all actives have a fitted effect of over 80% in size; some results filed as inactive show a strong effect at the top dose
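First, MCF7-BRCA1-FFLuc cells (2000/well) attach for 2 h; next, compounds are pin-added and incubated 48 h at 37 °C; finally, luciferase reagent is added and luminescence read after 15 min.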
RORgamma inh – inhibitors of mouse ROR gamma transcriptional activity; Drosophila S2 Gal4-RORgamma UAS-luciferase reporter, 20 h; Potency, µM (top dose mostly 53.6 µM), without a hit: at the highest dose activity change, negative = inhibition, most hits filed as inhibitors; 310,000 tested, 5.4% active; note: % is set by controls: 0 for no effect and ±100 for the full control effect; nearly all actives have a fitted effect of over 60% in size
Target sequence (P51450 whole entry, looked up, the tested form may be a part): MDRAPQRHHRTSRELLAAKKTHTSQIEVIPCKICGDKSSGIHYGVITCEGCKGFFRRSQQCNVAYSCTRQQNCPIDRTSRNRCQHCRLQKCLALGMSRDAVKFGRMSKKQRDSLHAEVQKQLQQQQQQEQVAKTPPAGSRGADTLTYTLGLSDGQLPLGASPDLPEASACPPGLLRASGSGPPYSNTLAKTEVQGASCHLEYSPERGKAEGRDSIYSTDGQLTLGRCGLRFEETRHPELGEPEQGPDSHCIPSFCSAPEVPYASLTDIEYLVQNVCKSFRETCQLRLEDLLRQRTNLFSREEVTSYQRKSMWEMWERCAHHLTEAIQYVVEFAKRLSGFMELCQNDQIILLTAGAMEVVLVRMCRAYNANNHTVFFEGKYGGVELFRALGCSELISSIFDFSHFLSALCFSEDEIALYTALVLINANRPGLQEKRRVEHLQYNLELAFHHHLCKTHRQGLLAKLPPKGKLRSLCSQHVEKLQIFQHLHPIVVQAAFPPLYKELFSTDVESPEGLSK
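Stably transfected Drosophila Schneider cells are the test system, with ROR gamma fused to Gal4 and luciferase under UAS control; luminescence is read after 20 hr of 700 uM copper sulfate induction at ambient temperature.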
uPA generation – blocks generation of uPA at the cell surface. 330,000 tested, 0.31% active. Potency, µM (series often up to 38.3 µM), for the others: at the highest dose activity change, negative = inhibition, actives largely listed as inhibitors. cell surface uPA generation assay, qHTS. AID 540303; active = well fitted inhibition curve with a large enough effect; inconclusive = small, poorly fitted or top-dose-only effect; inactive = no such curve, though single readings can be large or run the other way; tested in mouse RAW 264.7 cells; note: % is set by controls: 0 for no effect and ±100 for the full control effect; nearly all actives have a fitted effect of over 55% in size
VP16 counter – counter-screen for ROR gamma inhibitors: Gal4-VP16 reporter; Drosophila S2 Gal4-VP16 UAS-luciferase, luminescence, 20 h; Potency, µM (top dose mostly 53.6 µM), inactives show top-dose activity, negative = inhibition, actives largely listed as inhibitors; 310,000 tested, 3.5% active;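 note: Gal4-VP16 expression switched on by copper sulfate through the metallothionein promoter; % is set by controls: 0 for no effect and ±100 for the full control effect; nearly all actives have a fitted effect of over 50% in size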
NPC1 prom act – activates the NPC1 promoter | Huh7 NPC1 promoter luciferase reporter, 24 h | Potency, µM (titrated, usually from 9.22 µM), without a hit: at the highest dose activation, actives largely listed as activators | 320,000 tested, 2.4% active | AID 485313;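 note: % of control where 0% means no effect; nearly all actives have a fitted effect of over 60% in size; reporter is driven by a mutant NPC1 promoter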
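In 1536-well qHTS, Huh7 cells harboring an NPC1 promoter–luciferase construct received compound for 24 h; activation was quantified by luminescence following luciferase reagent addition.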
FLuc counter – inhibits or activates purified firefly luciferase, miR-21 counter-screen; AID 588342; P08659; 360,000 tested, 6.9% active; purified FLuc, Km substrates, luminescence inhibition; Potency, µM (series often up to 57.5 µM), inactives show top-dose activity change, negative = inhibition, actives largely listed as inhibitors;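 note: plate controls were vehicle for no effect and reference inhibitor for full effect; nearly all actives have a fitted effect of over 55% in size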
Target sequence (P08659 whole entry, looked up): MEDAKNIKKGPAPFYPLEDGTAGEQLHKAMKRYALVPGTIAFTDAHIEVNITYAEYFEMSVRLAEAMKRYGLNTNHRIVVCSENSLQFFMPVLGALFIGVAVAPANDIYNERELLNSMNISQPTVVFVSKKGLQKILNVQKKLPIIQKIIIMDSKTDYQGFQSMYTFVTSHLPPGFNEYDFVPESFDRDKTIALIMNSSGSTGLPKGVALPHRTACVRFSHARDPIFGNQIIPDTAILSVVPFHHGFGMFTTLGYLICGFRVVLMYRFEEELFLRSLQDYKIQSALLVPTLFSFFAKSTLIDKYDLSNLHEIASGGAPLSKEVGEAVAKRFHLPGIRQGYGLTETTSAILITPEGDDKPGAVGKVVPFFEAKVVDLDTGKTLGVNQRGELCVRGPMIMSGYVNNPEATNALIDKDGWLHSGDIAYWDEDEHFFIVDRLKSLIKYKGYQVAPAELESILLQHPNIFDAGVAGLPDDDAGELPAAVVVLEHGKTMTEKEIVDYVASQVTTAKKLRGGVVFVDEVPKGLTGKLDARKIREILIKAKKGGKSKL
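Purified P. pyralis luciferase, 10 nM final, with Km-level 10 uM D-luciferin and 10 uM ATP in 50 mM Tris acetate pH 7.5, 10 mM Mg acetate, 0.01% Tween-20, 0.05% BSA; 6-point qHTS titration about 60 µM downward; luminescence read.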
Rab9 promoter act – activates the Rab9 promoter | Potency, µM (titrated, usually from 9.22 µM), inactives show at the top dose activation, negative = inhibition, actives largely listed as activators | Huh7 Rab9 promoter-luciferase reporter, luminescence, 24 h | AID 485297 | 320,000 tested, 2.8% active; note: % of control where 0% means no effect; nearly all actives have a fitted effect of over 60% in size
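Measured in stably transfected Huh7 cells bearing a Rab9 promoter–luciferase construct: 24 h compound treatment at 37 °C, followed by luminescence detection.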
ELG1 genotox – induces genotoxicity in HEK293T cells with luciferase-tagged ELG1. HEK293T ELG1-luciferase reporter, luminescence, 16 h. Potency, µM (series often up to 46 µM), for the others: top-dose activity change, positive = activation, actives largely listed as activators. 330,000 tested, 1.3% active. AID 504466; note: % of control where 0% means no effect; nearly all actives have a fitted effect of over 60% in size
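Quantitative HTS format in 1536-well plates. HEK293T ELG1-luciferase reporter cells receive test compound and are incubated 16 hr at 37 °C, 5% CO2; ONE-Glo added, 30 min room temperature, then luminescence read.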
p53 reactivator – mutant p53 re-activation in reporter cells. Potency, µM (titrated, usually from 92.2 µM), inactives show at the top dose activity change, positive = activation, most hits filed as activators. 320,000 tested, 0.063% active. H1299 p53-A138V BP100-luciferase reporter, luminescence, 24 h; note: % of control where 0% means no effect; nearly all actives have a fitted effect of over 45% in size
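p53-null H1299 cells stably carrying temperature-sensitive p53-A138V and a BP100-luciferase reporter were pinned with compounds (4-point, 1:5 series) and held 24 hrs at 37 deg C. Luminescence was read 10 min after detection reagent.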
An asterisk follows results filed as active; ? = inconclusive; · = no result given; & = joins results of further samples; [ ] = remark or other dose. Unless noted, calls come from the whole dose curve; as a rule, active = well fitted curve in the direction sought with a large enough effect; inconclusive = small, poorly fitted or top-dose-only effect, or another doubt; inactive = no such curve, though single readings can be large; an effect the other way counts as inactive or inconclusive. Potency is the fitted concentration of half-maximal effect. An excerpt; the hit share may differ from the screen's.

molecule	VP16 counter	NPC1 prom act	Rab9 promoter act	ELG1 genotox	FLuc counter	BRCA1 expr up	RORgamma inh	p53 reactivator	MBNL1 CUG block	uPA generation
CCN(CC)CCCN=Cc1c(O)n(-c2cccc(C)c2C)c(=O)[nH]c1=O	-2%	-6%	-5%	1%	6%	18%	-19%	8%	3%	9%
COc1ccc(CCNCc2c(OC)ccc3ccccc23)cc1	1%	-1%	-3%	-11%	-2%	-39%	5%	5%	-1%	1%
C[C@@]12C(=O)Nc3ccc(F)cc3C(=O)N1[C@H]1c3ccccc3OC[C@@H]1[C@@H]2c1ccccc1	·	·	·	-2%	·	-27%	·	-2%	·	?
O=C(c1cccc(C(F)(F)F)c1)N1C[C@H]2C[C@@H](C1)c1cccc(=O)n1C2	4%	0%	0%	3%	1%	-3%	-19%	21%	-1%	-3%
O=C1c2cccc3cccc(c23)C(=O)N1CCN1CCN(C(=S)Nc2ccccc2)CC1	?	-1%	2%	-4%	5%	-19%	14µM*	6%	40%[activator]	-7%
CC(=O)Nc1ccc(C2CN(C)CC2C(=O)c2ccc(Cl)cc2)cc1 (centres undefined)	13%[10 µM]	-5%	-2%	1%	3%	-3%	12%	7%	-5%	0%
Cn1c(O)c(C=NCCCN2CCCC2=O)c(=O)n(C)c1=O	-4%	-4%	-8%	2%	8%	9%	-11%	-2%	2%	1%
Cn1c(=O)c2c(ncn2CCCl)n(C)c1=O	3%	-5%	-2%	4%	-1%	2%	-16%	-1%	-12%	-12%
O=C(CCC1CCCC1)c1c(O)c2ccccc2oc1=O	?	11%	4%	-3%	?	37%	-68%	?	-4%	-26%
CN1CCN(c2ccc(C(F)(F)F)cc2N)CC1	8%	-4%	2%	5%	?	65%	-20%	9%	-6%	1%
CC(Oc1ccc(-c2ccccc2)cc1)C(=O)O (centres undefined)	-5%	3%	-4%	-1%	?	0%	7%	7%	-1%	2%
NC1=NC(c2cccnc2)n2c(nc3ccccc32)N1 (centres undefined)	4%	-4%	7%	1%	0%	3%	-17%	1%	-11%	2%
O=C1NC(=O)C(CCc2ccncc2)(Cc2ccc3c(c2)OCO3)C(=O)N1CCc1ccccc1 (centres undefined)	-3%	0%	1%	-7%	3%	0%[1.84 µM]	?	-4%	-1%	2%
NCCc1ccc(O)cc1	-6%&-10%&-2%&8%	-3%[46.1 µM]	-11%[46.1 µM]	1%	8%	4%	-5%[0.365 µM]	6%	4%	4%
Nc1nc(NC(=O)/C=C/c2ccc(F)cc2)nn1-c1ccccc1	-2%	-1%	0%	-1%	?	-26%	?	1%	·	6%
COC(=O)C1=C(c2ccc(Cl)c(C(F)(F)F)c2)C[C@@H]2CC[C@H]1N2C(=O)N1CCOCC1	·	-3%	-4%	-3%	2%	0%	·	-6%	·	3%
NC(=O)c1cccc(-c2cccc(OC(=O)NC3CCCCC3)c2)c1	-3%&2%	0%	0%	11%	?	39%	13%&-3%	·	2%	3%
O=C(NC1CC1)c1cn(Cc2ccccc2)nc1-c1ccccc1	·	1%	0%	-1%	4%	-4%	·	16%	·	-5%
Cc1cc(C)c(-n2c(O)c(/C=N/N3CCCCC3c3cccnc3)c(=O)[nH]c2=O)c(C)c1 (centres undefined)	3%	0%	-12%	0%	7%	1%	35%	-7%	-4%	-2%
C=C1C(=O)O[C@@H]2C[C@@H](C)[C@@H]3C=CC(=O)[C@@]3(C)[C@@H](OC(C)=O)[C@H]12	1.3µM*	-53%[inhibitor]	-46%[inhibitor]	-18%	3%	-58%	1.3µM*	-14%	5%	?
CCOP(=O)(OCC)c1nc(-c2ccc(C)cc2)oc1NCc1ccccc1	-3%	-2%	2%	-5%	3%	-19%	?	-6%	-21%	-2%
C/C(=C/C=C/[C@@H](C)C(=O)O)[C@H]1CN[C@H](C(=O)O)[C@H]1CC(=O)O	-17%&0%	-6%	-2%	2%	1%	-1%	-6%&-13%	0%	-24%	-3%
CCOC(=O)C(O)(c1ccc(NC(=O)NC2CCCCC2)cc1)C(F)(F)F (centres undefined)	-5%	23%	17%	?	?	99%	25%	15%	-6%	·
C=CCC[C@H](Cc1ccc(F)cc1)C(=O)OC[C@H](Cc1c[nH]c2ccccc12)NC(=O)[C@H](CC=C)CC(=O)N(CCO)Cc1ccccc1	·	·	·	-8%	·	-74%	·	9%	·	?
COC(=O)C1=C(c2ccc(OC(F)(F)F)cc2)C[C@@H]2CC[C@H]1N2C(=O)NCCOc1ccccc1Cl	·	-1%	-12%	-6%	0%	-69%	·	-5%	·	-18%
CC(C)(C)c1ccc(OCCCC(=O)Nc2cccc(S(=O)(=O)N3CCOCC3)c2)cc1	·	-2%	-2%	-7%	?	-48%	·	5%	·	?
CC[C@]12C=CCN3CCC4(c5cc(Br)c(OC)cc5N(C)C4[C@@](O)(C(=O)OC)[C@@H]1OC(C)=O)C32 (some centres undefined)	-2%	1%	5%	-2%	-3%	4%	25%	0%	4%	1%
CC(=O)NC1C(OC(=O)Cc2ccccc2)OC(COC(C)=O)C(OC(C)=O)C1OC(C)=O (centres undefined)	-4%	-2%	0%	4%	0%	-4%	3%	?	-5%	4%
C=C(C)[C@@H]1C2C(=O)O[C@H]1[C@H]1OC(=O)[C@@]34OC3C[C@]2(O)[C@@]14C (some centres undefined)	·	-3%	2%	2%	0%	1%	·	-2%	·	-7%
CCOc1cc2c(cc1OCC)-n1cccc1C(c1c(O)cccc1OC)NC2 (centres undefined)	-3%	-10%	-5%	-5%	-2%	-47%	1%	-1%	-10%	0%
COc1ccc(Cl)cc1C(=O)C1CCCN(Cc2cnc(C)s2)C1 (centres undefined)	?	1%	-2%	0%	-15%	-4%	?	3%	-6%	-2%
O=c1oc2ccccc2n1CSC1=NCCS1	-6%	0%	-2%	3%	-15%	-63%	1%	?	-10%	-12%
CC1(C)C[C@H]2C=C(C=O)[C@]3(C=O)C[C@]3(C)[C@H]2C1	1.1µM*	-35%[inhibitor]	-37%[inhibitor]	-14%	1%	-68%	1.4µM*	-10%	-28%	2.2µM*
O=C1c2ccccc2-c2cccc3cccc1c23	4%	·	·	·	·	?	24%	·	·	8.9µM*
Cc1ccc2c(c1)C1CN(C)CCC1N2C(=O)/C=C/c1ccc2c(c1)OCO2 (centres undefined)	2%	-4%	1%	1%	-19%	-2%	28%	-3%	?	-5%
Cc1cccc(NP(=O)(Oc2ccccc2F)Oc2ccccc2F)c1C	-8%	-2%	-1%	-12%	6%	-33%	14%	-7%	-9%	20%
Cc1cc(O)c(CN2CCN(c3ccccc3)CC2)cc1C	10%	1%	-4%	0%	4%	-28%	5%	2%	2%	-1%
C[C@@H]1CN(C2CCC(C#N)(c3ccc(F)cc3)CC2)CC[C@]1(C(=O)O)c1ccccc1 (some centres undefined)	·	-1%	0%	-2%	4%	8%	·	10%	·	-8%
COC(=O)C1=C(c2c(C)noc2C)C[C@@H]2CC[C@H]1N2C(=O)N1CCCCC1	·	-4%	-1%	5%	-2%	-9%	·	11%	·	-2%
COc1ccc(C(=O)C2CCCN(C3CSCCSC3)C2)c(C)c1 (centres undefined)	2%	-1%	-9%	-6%	-2%	0%	10µM*	1%	-11%	4%
CC/C(=N\Nc1ccccc1)c1c(O)n(-c2ccccc2)c(=O)[nH]c1=O	3%	0%	9%	7%	-3%	-29%	24%	-3%	·	0%
CCCC(=O)c1ccc(CP(=O)(OCC)OCC)o1	2%	-2%	-7%	-1%	-1%	-4%	13%	-2%	-3%	-3%

A second format for some results above:
O=c1oc2ccccc2n1CSC1=NCCS1
  VP16 counter: -6%
  NPC1 prom act: 0%
  Rab9 promoter act: -2%
  ELG1 genotox: 3%
  FLuc counter: -15%
  BRCA1 expr up: -63%
  RORgamma inh: 1%
  p53 reactivator: ?
  MBNL1 CUG block: -10%
  uPA generation: -12%
CC1(C)C[C@H]2C=C(C=O)[C@]3(C=O)C[C@]3(C)[C@H]2C1
  VP16 counter: 1.1µM*
  NPC1 prom act: -35%[inhibitor]
  Rab9 promoter act: -37%[inhibitor]
  ELG1 genotox: -14%
  FLuc counter: 1%
  BRCA1 expr up: -68%
  RORgamma inh: 1.4µM*
  p53 reactivator: -10%
  MBNL1 CUG block: -28%
  uPA generation: 2.2µM*
O=C1c2ccccc2-c2cccc3cccc1c23
  VP16 counter: 4%
  NPC1 prom act: ·
  Rab9 promoter act: ·
  ELG1 genotox: ·
  FLuc counter: ·
  BRCA1 expr up: ?
  RORgamma inh: 24%
  p53 reactivator: ·
  MBNL1 CUG block: ·
  uPA generation: 8.9µM*
Cc1ccc2c(c1)C1CN(C)CCC1N2C(=O)/C=C/c1ccc2c(c1)OCO2 (centres undefined)
  VP16 counter: 2%
  NPC1 prom act: -4%
  Rab9 promoter act: 1%
  ELG1 genotox: 1%
  FLuc counter: -19%
  BRCA1 expr up: -2%
  RORgamma inh: 28%
  p53 reactivator: -3%
  MBNL1 CUG block: ?
  uPA generation: -5%
